EPAC2 ag = EPAC2 (human) agonism. EPAC2 activation, biochemical qHTS; response scale: 100% = 6.5 mM cAMP response. Q8WZA2. Potency, µM (doses to about 154 µM), for inactives: at the top dose activation, most hits filed as activators. AID 720711. 360,000 tested, 0.079% active; further: nearly all actives have a fitted effect of over 50% in size
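Guanine nucleotide exchange by EPAC2 is measured as reduced fluorescence of BODIPY-GDP once it is released from 250 nM Rap1B. Plates are read kinetically for 30 min at room temperature; results are scaled to 6.5 mM cAMP.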
EPAC1 agonist = EPAC1 (human) agonism | O95398 | EPAC1 agonist qHTS, biochemical assay; response scale: 100% = response to 6.5 mM cAMP | Potency, µM (highest dose often 154 µM), for the others: top-dose activation, usual class: activators | 360,000 tested, 0.073% active | AID 720707; further: nearly all actives have a fitted effect of over 60% in size
Target sequence (O95398 whole entry, looked up): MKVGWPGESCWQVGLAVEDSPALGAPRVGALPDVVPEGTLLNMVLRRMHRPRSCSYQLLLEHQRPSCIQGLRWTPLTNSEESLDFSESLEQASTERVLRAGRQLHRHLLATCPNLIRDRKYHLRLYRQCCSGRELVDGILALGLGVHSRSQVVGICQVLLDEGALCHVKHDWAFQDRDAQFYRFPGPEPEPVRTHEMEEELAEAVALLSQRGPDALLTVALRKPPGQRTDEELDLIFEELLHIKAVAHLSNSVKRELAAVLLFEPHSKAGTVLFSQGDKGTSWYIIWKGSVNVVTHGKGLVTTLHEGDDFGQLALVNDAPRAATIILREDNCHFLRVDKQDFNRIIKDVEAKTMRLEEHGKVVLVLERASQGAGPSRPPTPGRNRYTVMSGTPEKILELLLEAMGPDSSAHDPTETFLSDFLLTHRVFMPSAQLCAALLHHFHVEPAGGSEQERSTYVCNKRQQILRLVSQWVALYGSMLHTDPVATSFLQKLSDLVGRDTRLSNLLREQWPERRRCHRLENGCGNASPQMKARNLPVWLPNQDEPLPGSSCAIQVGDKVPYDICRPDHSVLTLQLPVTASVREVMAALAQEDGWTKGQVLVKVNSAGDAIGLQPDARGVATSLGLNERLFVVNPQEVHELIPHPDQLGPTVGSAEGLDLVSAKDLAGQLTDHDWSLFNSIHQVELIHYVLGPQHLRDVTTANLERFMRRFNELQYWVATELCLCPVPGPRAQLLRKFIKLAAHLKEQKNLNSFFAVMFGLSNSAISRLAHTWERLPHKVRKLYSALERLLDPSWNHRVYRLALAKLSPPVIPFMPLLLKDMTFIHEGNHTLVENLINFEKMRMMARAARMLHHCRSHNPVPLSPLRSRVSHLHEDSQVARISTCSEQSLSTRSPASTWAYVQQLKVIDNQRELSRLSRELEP
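Normalized to 6.5 mM cAMP, activity reflects EPAC1-catalysed release of BODIPY-GDP from Rap1B, followed kinetically over 30 min at 480 nm excitation, 540 nm emission. Reaction contained 100 nM EPAC1, 250 nM Rap1B-BODIPY-GDP, 50 uM GDP.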
TDP-43 yeast inh = TDP-43 toxicity inhibition in yeast; TDP-43 expressing yeast growth rescue, BacTiter-Glo, 24 h; Potency, µM (highest dose often 46.1 µM), without a hit: top-dose growth rescue (activation), hits mostly activators; 410,000 tested, 1.8% active; AID 652104; further: % of control where 0% means no effect; nearly all actives have a fitted effect of over 50% in size
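Readout is BacTiter-Glo luminescence of cell growth, so inhibitors register as activators. TDP-43-expressing yeast at OD600=0.02 in galactose medium, after raffinose pregrowth to mid-log, were incubated with compound for 24 hr at 30 deg C.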
EPAC1 antag = blocks human EPAC1 exchange factor; O95398; EPAC1 GEF assay, Rap1b-BODIPY-GDP exchange fluorescence; Potency, µM (titrated, usually from 115 µM), for the others: at the top dose activity change, negative = inhibition, most hits filed as inhibitors; 360,000 tested, 0.14% active;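 further: plate controls were vehicle for no effect and positive control for full effect; nearly all actives have a fitted effect of over 50% in size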
PTHR1 ag = PTHR1 (human) receptor agonism. Q03431. AID 743266. Potency, µM (highest dose often 115 µM), for the others: top-dose activation, actives largely listed as activators. 410,000 tested, 0.075% active. HEK293 GP2 PTHR1 cells, GloSensor cAMP luminescence, 1 h; further: nearly all actives have a fitted effect of over 55% in size; some results filed as inactive show a strong effect at the top dose; inactives centre near -15; many of its hits are not listed in these tables
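HEK-293-derived GP2 cells expressing PTHR1 and a GloSensor cAMP reporter, 3,000/well, plated overnight, given luciferin plus IBMX (each 0.5 mM as added) for 1 h at 37 °C, then compound for 1 h at 37 °C. Luminescence was read after 15 min at room temperature.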
aSyn yeast inh = rescues yeast growth from alpha-synuclein toxicity | AID 652106 | Potency, µM (series often up to 46.1 µM), without a hit: top-dose growth rescue (activation), actives largely listed as activators | Yeast expressing alpha-synuclein, growth rescue, BacTiter-Glo, 24 h | 370,000 tested, 0.14% active; further: % of control where 0% means no effect; nearly all actives have a fitted effect of over 65% in size
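Readout is rescue of growth in alpha-synuclein-expressing yeast, so inhibitors of toxicity appear as activators. Growth after 24 hr at 30 deg C in galactose medium is quantified by luminescence.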
FUS suppressor = suppressors of FUS proteinopathy in yeast; 390,000 tested, 0.24% active; AID 1347120; S. cerevisiae FUS-expressing, growth rescue, OD600, 24 h; Potency, µM (highest dose often 76.6 µM), for inactives: at the top dose growth rescue (activation), usual class: activators;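 further: plate controls were DMSO vehicle for no effect and reference control for full effect; nearly all actives have a fitted effect of over 55% in size; some results filed as inactive show a strong effect at the top dose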
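Toxicity suppression screen in FUS-yeast. Cells induced with 2% galactose, starting OD 0.005, treated 24hr at 30C with compounds at multiple final concentrations; growth by OD600.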
EPAC2 antag = antagonists of human EPAC2 | 360,000 tested, 0.18% active | EPAC2 GEF exchange of Rap1B-BODIPY-GDP, fluorescence | AID 720708 | Potency, µM (titrated, usually from 114 µM), for the others: at the highest dose activity, negative = inhibition, actives largely listed as inhibitors; further: on the % scale 0 is the no-effect control and ±100 the full control effect; nearly all actives have a fitted effect of over 45% in size; many of its hits are not listed in these tables
* hit, by the source's call; i = inactive; ? = inconclusive; / = no result given; [ ] = dose if it differs, or a comment. The call rests on the fitted dose curve; in most records, active means well fitted curve in the direction sought with a large enough effect; inconclusive means small, poorly fitted or top-dose-only effect, or another doubt; inactive means no such curve, though single readings can be large; an effect the other way counts as inactive or inconclusive. Potency means the concentration at half of the fitted maximal effect. Some of the compounds tested, so the mix of outcomes need not match the whole.

SMILES | EPAC2 ag | EPAC1 agonist | TDP-43 yeast inh | EPAC1 antag | PTHR1 ag | aSyn yeast inh | FUS suppressor | EPAC2 antag
NS(=O)(=O)c1ccc(Sc2ccc3ccccc3c2)nc1 | 8% | 10% | 14% | -13% | -12% | 0% | 4% | -9%
CN1c2ccc(Cl)cc2C(=O)NC1c1ccc([N+](=O)[O-])s1 (centres undefined) | 4% | -5% | -1% | 2% | -10% | 27% | -8% | 2%
CNC(=O)C[C@H]1C(=O)N(c2ccc(OC)cc2)C[C@@H]1C | 5% | 14% | ? | 7% | -18% | 4% | -35% | -6%
O=C(CCCn1c(=S)[nH]c2ccsc2c1=O)NCCc1ccccc1 | 12% | 7% | 0% | -23% | -7% | -4% | -4% | 3%
CCOC(=O)C1=C(C)NC(C)=C(C(=O)OCC)C1C(=O)OCC(=O)N1CCc2ccccc21 | -2% | 2% | 6% | 8% | -2% | -7% | 33% | 5%
CNC(=O)c1ccsc1NC(=O)CS(=O)(=O)c1ccccc1 | 3% | -11% | 3% | -23% | -12% | -3% | 14% | 8%
CCCCn1ccnc1C(=O)c1cccc(S(=O)(=O)N2c3ccccc3CC2C)c1 (centres undefined) | 3% | 2% | 8% | -1% | -18%[57.5 µM] | 1% | 27% | -3%
NS(=O)(=O)c1ccc(NC(=O)COC(=O)C2CC2)cc1 | 0% | -3% | -9% | -4% | -10% | -1% | -15% | 3%
CC(C)(C)c1ccc(C(=O)NC(=S)N2CCCCCC2)cc1 | 5% | 10% | ? | -3% | -26% | 5% | 23% | -2%
COC(=O)c1c(NS(=O)(=O)c2cccs2)sc2c1CCCC2 | 3% | 4% | 19% | 4% | -19% | 1% | 23% | 2%
O=C(Nc1ccc(Br)cc1)c1cccc(S(=O)(=O)Nc2ccccn2)c1 | 12% | -3% | -19% | -1% | -43%[inhibitor] | -5% | 36% | 3%
CCCN(C(=O)COC(=O)CCOc1ccccc1C)c1c(N)n(Cc2ccccc2)c(=O)[nH]c1=O | -3% | -11% | 12% | -1% | i | 2% | 22% | 20%
CCOC(=O)c1ccc(N=Cc2cnc(N)nc2N)cc1 | -2% | -3% | -20% | 8% | 6% | -2% | / | 19%
COc1ccc(C(=O)Cc2ccc(OC)c(OC)c2)c(OC)c1 | 5% | -7% | 7% | 6% | -18%[57.5 µM] | 1% | 4% | 9%
Cc1cccc(C)c1OCc1cc(C(=O)N2CCC(c3ccncc3)CC2)no1 | 8% | 4% | -2% | 2% | -31%[inhibitor] | 1% | 6% | -12%
Cc1cccc(C(=O)Nc2ccn(C)n2)c1 | 4% | 1% | 2% | 11% | i | 1% | -11% | 10%
CCCN(Cc1nnc(-c2ccccc2Cl)o1)C(=O)c1oc2ccccc2c1C | 2% | -6% | -27% | -13% | -1% | 1% | ? | -1%
COc1ccccc1-n1c(CNc2ccc(F)cc2)nnc1SCC(=O)Nc1cc(C)on1 | -18% | 0% | 1% | 14% | -5%[57.5 µM] | -13% | -2% | -8%[57.1 µM]
Cc1sc(NC(=O)c2ccccc2)c(C(c2ccccn2)N2CCN(CCO)CC2)c1C (centres undefined) | 2% | 6% | 25% | -3% | i | 6% | 38% | -7%
Cc1ccc(Nc2nc(N)nc(CSC(=S)N3CCOCC3)n2)cc1 | 8% | 10% | 19% | 3% | -16%[57.5 µM] | -5% | 15% | 0%
NS(=O)(=O)c1ccc(NC(=O)COC(=O)CCc2nc3ccccc3c(=O)[nH]2)cc1 | 8% | 9% | 13% | 3% | i | -2% | -19% | 4%
Cc1ccc(S(=O)(=O)N2CCN(CC(=O)Nc3ccc(N4CCOCC4)cc3)CC2)cc1C | 1% | -7% | 6% | -4% | -1% | -5% | / | -6%
Cc1ccc2c(c1)N(C(C)C(=O)NCCc1ccccc1)C(=O)CO2 (centres undefined) | -5% | -5% | 22% | 4% | i | 12% | 21% | 8%
CC1(C(=O)NCc2ccc(F)c(F)c2)Cc2c(-c3ccccc3)ccnc2O1 (centres undefined) | 19% | 4% | 35µM* | -16% | -30%[inhibitor] | 9% | 40% | -23%
Cc1ccsc1/C=N/NC(=O)CNC(=O)c1ccc(S(=O)(=O)N(C)C)cc1 | 7% | -10% | -6% | ? | i | -1% | -28% | -7%[57.1 µM]

4 entries drawn at random from those above, as already listed:
SMILES | EPAC2 ag | EPAC1 agonist | TDP-43 yeast inh | EPAC1 antag | PTHR1 ag | aSyn yeast inh | FUS suppressor | EPAC2 antag
CNC(=O)C[C@H]1C(=O)N(c2ccc(OC)cc2)C[C@@H]1C | 5% | 14% | ? | 7% | -18% | 4% | -35% | -6%
Cc1sc(NC(=O)c2ccccc2)c(C(c2ccccn2)N2CCN(CCO)CC2)c1C (centres undefined) | 2% | 6% | 25% | -3% | i | 6% | 38% | -7%
O=C(CCCn1c(=S)[nH]c2ccsc2c1=O)NCCc1ccccc1 | 12% | 7% | 0% | -23% | -7% | -4% | -4% | 3%
CC(C)(C)c1ccc(C(=O)NC(=S)N2CCCCCC2)cc1 | 5% | 10% | ? | -3% | -26% | 5% | 23% | -2%

Going on with the list.
SMILES | EPAC2 ag | EPAC1 agonist | TDP-43 yeast inh | EPAC1 antag | PTHR1 ag | aSyn yeast inh | FUS suppressor | EPAC2 antag
CCOC(=O)[C@@H]1[C@H]2COc3ccc(Br)cc3[C@H]2N2C(=O)N(c3ccc(F)cc3)C(=O)[C@]12C | 14% | -15% | 13% | 2% | -11% | -4% | ? | 0%
Cc1cccc(-n2nnnc2SCC(=O)c2cc(C)n(Cc3ccco3)c2C)c1 | 8% | 0% | 15% | -1% | 0%[57.5 µM] | 6% | 41% | 15%[57.1 µM]
Cc1cc(C)n(CC(O)COc2ccccc2Br)n1 (centres undefined) | 1% | 11% | 13% | -3% | -19% | 5% | -4% | -9%
CCN(CC)C(=O)C1=C(C)N(Cc2ccc(C(C)(C)C)cc2)C(=O)C(CC(=O)NCCN2CCOCC2)C1 (centres undefined) | 10% | -13% | 19% | 5% | -23% | 4% | 9% | 5%
CCOc1ccc(OCC)c(NS(=O)(=O)c2cccc3nsnc23)c1 | 8% | 7% | 13µM* | 7% | -2%[57.5 µM] | 1% | 0% | 1%
Cc1ccc(C)c(SCC(=O)c2ccc[nH]2)c1 | 16% | 13% | ? | -25% | -31% | 13% | 13% | -28%
COc1ccccc1-n1c(SCC(=O)N2CCCC2)nc2cccnc21 | -8% | 0% | -13% | 16% | -49%[inhibitor] | -9% | 17% | 8%
CC(C)c1cc(C(F)(F)F)n2nc(C(=O)Nc3ccc(-n4cnnn4)cc3)cc2n1 | 5% | 5% | 8% | 5% | i | 25% | -41% | 2%
COc1ccc(NC(=O)C2CCCN(S(=O)(=O)c3cccc4nonc34)C2)cc1 (centres undefined) | 5% | -2% | -14% | 15% | i | 2% | 38% | 6%
C=CCN1C(=NC(=O)CCC(=O)O)SC2CS(=O)(=O)CC21 (centres undefined) | 2% | 1% | -13% | 11% | i | -5% | -6% | 15%[57.1 µM]
CCOC(=O)N1CCN(C(=O)c2ccc(-n3c(C)ccc3C)cc2)CC1 | 10% | 2% | -2% | 7% | i | 3% | 10% | 7%
COc1cc(CNCc2ccccn2)ccc1OCC(N)=O | 10% | 4% | 0% | -5% | -2%[57.5 µM] | -2% | 5% | 1%
COc1ccc(/C=C2\Sc3ccc(C(=O)NCc4cccnc4)cc3N(C)C2=O)cc1OC | 3% | 8% | 9% | -8% | -1% | 11% | 29% | -11%
CCOc1ccc(C(=O)N2CCN(c3ncccn3)CC2)cc1 | 11% | 1% | 6% | -18% | -22% | -2% | 8% | 11%
COc1ccc(CNC(=O)/C=C/c2cc([N+](=O)[O-])ccc2OC(F)F)cc1OC | 15% | 17% | -3% | -26% | -19% | 7% | 25% | 1%
Cn1c(=O)c(C(=O)NCCc2ccc(Cl)cc2)c(O)c2ccccc21 | -1% | 1% | 12% | 12% | -22% | 8% | 9% | -5%
CC(=O)c1sc2nc(SCC(=O)NCCc3ccccc3)[nH]c(=O)c2c1C | 9% | -1% | 6% | 1% | -49%[inhibitor] | -7% | 18% | -7%
Cc1nn2c(NCCN(C)C)c3c(nc2c1-c1ccccc1)CCCC3 | 4% | 1% | -8%[1.82 µM] | 5% | 2% | 6% | -8% | 4%
CCOc1cc(/C=N/n2c(C)nc3sc(C)c(C)c3c2=O)ccc1O | -5% | 12% | 1% | -21% | -7% | -4% | -12% | -2%
O=C(c1cc(Br)c[nH]1)N1CCSCC1 | 9% | 6% | -3% | 12% | i | 2% | 11% | -1%
Cn1c(=O)c2c(ncn2CCNC2=NCCCCC2)n(C)c1=O | 7% | 8% | 17% | -3% | i | 3% | -13% | 11%
COc1ccc(N=C2NC(=O)/C(=C/c3ccc(O)c(OC)c3)S2)cc1 | -7% | 4% | 0% | -29% | i | 0% | / | 7%
CCNC(=O)CON=C1c2ccccc2-c2ccccc21 | 4% | -6% | -6% | -16% | -3% | 18% | 8% | 7%
CCOc1ccc(NC(=S)Nc2ccc3nsnc3c2)cc1 | 12% | 9% | 12% | -8% | i | -4% | 14% | 3%
CCCCC(=O)Nc1cccc(NC(=O)c2ccccc2Br)c1 | -4% | 12% | -5% | ? | -6% | 2% | 9% | 3%

New compounds follow
SMILES | EPAC2 ag | EPAC1 agonist | TDP-43 yeast inh | EPAC1 antag | PTHR1 ag | aSyn yeast inh | FUS suppressor | EPAC2 antag
CCn1nnnc1-c1ccc(OC)c(S(=O)(=O)Nc2ccc(C(=O)OC)cc2)c1 | 11% | -3% | -13% | 0% | -4%[57.5 µM] | -4% | -16% | 2%
Cc1cccc(C)c1NC(=O)CSc1nnc(C)n1-c1ccccc1 | 1% | -1% | -10% | 13% | i | -7% | 16% | 11%
Cc1ccc(C(=O)Nc2nccc(C)n2)cc1 | 6% | 8% | -1% | -5% | -23% | 2% | 1% | 8%
CCN(C(=O)c1ccc(NC(=O)c2ccco2)cc1)c1ccccc1 | -3% | -18% | 6% | -11% | i | 0% | -3% | -3%
CCN(CC)CCN(C(=O)c1ccc(S(=O)(=O)N(C)C2CCCCC2)cc1)c1nc2ccc(OC)cc2s1 | 2% | 2% | -4% | -4% | i | 7% | 9% | -2%
COc1ccc(CC(=O)Cc2ccc(OC)c(OC)c2)cc1OC | 5% | 5% | 21% | -17% | i | -10% | -1% | 5%
O=C(CC(C(=O)O)P(=O)(c1ccccc1)c1ccccc1)c1ccccc1 (centres undefined) | 9% | 7% | -11% | 18% | i | -1% | 27% | 1%
FC(F)(F)c1cc(CCN2CCNC[C@@H]2c2ccccc2)cc(C(F)(F)F)c1 | -3% | -29% | 16% | -19% | -10% | -16% | -5% | -21%
Cc1ccc(C(=O)CSc2nc(C)cc(SCc3nnc(-c4ccccc4)o3)n2)cc1 | 6% | -5% | -13% | 9% | i | 0% | 4% | 12%

High-throughput results (PubChem)
